ERG Ets-DNA blk = ERG Ets/DNA interaction inhibition | P11308 | 370,000 tested, 0.028% active | Potency, µM (titrated, usually from 76.9 µM), inactives show top-dose FP activity, negative = inhibition, most hits filed as inhibitors | fluorescence polarization, His-ERG Ets domain / labelled DNA; active = well fitted inhibition curve with a large enough effect in the polarisation, with a control signal flat; inconclusive = small, poorly fitted or top-dose-only effect, or effect the other way, or a change in a side signal; inactive = no such curve, though single readings can be large or run the other way; the % refers to the polarisation;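 note: polarization taken with two DNA probes labelled with fluorescein and Texas red; potency is the fitted concentration of half-maximal effect; % of control where 0% means no effect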
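His-tagged ERG Ets domain (1 uM in the protein solution; 300mM KCl, 50mM Tris-HCl, 1mM EDTA, 1mM DTT, pH 7.5) received compound, then a probe mix of 5 nM fluorescein-DNA and 100nM Texas-615-DNA. Fluorescence polarization was read for both dyes.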
JMJD2A Tudor = inhibitors of human JMJD2A Tudor domain | O75164 | AlphaScreen JMJD2A-Tudor / H3K4me3 peptide binding | Potency, µM (doses to about 114 µM), without a hit: at the top dose activity change, negative = inhibition, most hits filed as inhibitors | 390,000 tested, 4.4% active | AID 504339; note: potency is the fitted concentration of half-maximal effect; % is set by controls: 0 for no effect and ±100 for the full control effect; nearly all actives have a fitted effect of over 50% in size
BAZ2B inh = blocks human BAZ2B | Q9UIF8 | AlphaScreen BAZ2B-H3K14Ac peptide displacement | Potency, µM (doses to about 114 µM), inactives show at the highest dose activity change, negative = inhibition, actives largely listed as inhibitors | 360,000 tested, 4.4% active; note: potency is the fitted concentration of half-maximal effect; % is set by controls: 0 for no effect and ±100 for the full control effect; nearly all actives have a fitted effect of over 60% in size
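Complex of BAZ2B and biotin-H3K14Ac (50 nM apiece) forms over 30 min at RT, then faces library compounds up to 110 uM for another 30 min; AlphaScreen beads added, 20 min dark incubation, luminescence read.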
RGS4 inh = inhibitors of human regulator of G protein signaling 4 | AID 504845 | Transcreener GDP fluorescence polarization, RGS4-accelerated GTP hydrolysis | Potency, µM (top dose mostly 114 µM), inactives show at the top dose activity change, negative = inhibition, usual class: inhibitors | 390,000 tested, 0.039% active | P49798; note: potency is the fitted concentration of half-maximal effect; % is set by controls: 0 for no effect and ±100 for the full control effect; nearly all actives have a fitted effect of over 75% in size; some results filed as inactive show a strong effect at the top dose
Target sequence (P49798 whole entry, looked up): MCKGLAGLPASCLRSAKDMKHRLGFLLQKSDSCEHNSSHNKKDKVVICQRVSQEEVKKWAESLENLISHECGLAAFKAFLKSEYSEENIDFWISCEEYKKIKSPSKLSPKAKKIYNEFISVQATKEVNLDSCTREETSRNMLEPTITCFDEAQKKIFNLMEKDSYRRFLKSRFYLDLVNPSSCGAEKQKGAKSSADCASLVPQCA
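MLSMR compounds (23 nl, pin-transferred) preincubated 10 min at room temperature with a 500nM (2x) first reagent, then RGS4 at 900nM (2x) plus Transcreener GDP mix added; fluorescence polarization (620/688 nm) read before and after 90 min at 30 °C.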
GLS inh = blocks human kidney-isoform glutaminase activity; O94925; GLS enzymatic activity, qHTS titration; Potency, µM (highest dose often 45.5 µM), inactives show top-dose activity change, negative = inhibition, most hits filed as inhibitors; 410,000 tested, 0.21% active; note: potency is the fitted concentration of half-maximal effect; % is set by controls: 0 for no effect and ±100 for the full control effect
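Human kidney-isoform GLS in 45 mM KH2PO4 pH 8.2, 0.02% Tween-20, with compound, started with 1mM L-Glutamine (added stock). Glutamate oxidase/HRP/Amplex red coupled fluorescence read at start and after 30 min at RT.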
12-LOX inh = inhibitors of human 12S-lipoxygenase ALOX12 | P18054 | purified 12hLO, xylenol orange hydroperoxide absorbance | 580,000 tested, 1.1% active | Potency, µM (doses to about 108 µM), without a hit: top-dose activity change, negative = inhibition, usual class: inhibitors; note: potency is the fitted concentration of half-maximal effect; % is set by controls: 0 for no effect and ±100 for the full control effect
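Purified human 12hLO (150 nM final) in 25 mM Hepes, 0.01% Triton X-100, pH 7.0 was preincubated 15 min at room temperature with compound. Then 40 uM arachidonic acid was added, 30 min. Hydroperoxide was read by Fe-XO absorbance ratio 573/405 nm.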
HP1b binding inh = HP1-beta chromodomain-methylated histone interaction inhibition; P83916; AlphaScreen HP1-beta / biotin-H3K9me3 peptide binding; Potency, µM (highest dose often 114 µM), for the others: top-dose activity change, negative = inhibition, most hits filed as inhibitors; 390,000 tested, 0.56% active; AID 540317; note: potency is the fitted concentration of half-maximal effect; nearly all actives have a fitted effect of over 70% in size; inactives centre near 23
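AlphaScreen: HP1-beta (50 nM) preformed 30 min with biotin-H3(1-18)K9me3 peptide (50 nM) in PBS pH 7.4, 0.01% Tween-20. Compound added for 30 min at RT, then streptavidin donor/nickel chelate acceptor beads (10 ug/mL) for 30 min.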
G9a inh = blocks human histone lysine methyltransferase G9a. Q96KQ7. G9a H3K9 monomethylation, AlphaScreen, 2 h. 350,000 tested, 8.8% active. AID 504332. Potency, µM (titrated, usually from 102 µM), for the others: top-dose activity, negative = inhibition, actives largely listed as inhibitors; note: potency is the fitted concentration of half-maximal effect; % is set by controls: 0 for no effect and ±100 for the full control effect; nearly all actives have a fitted effect of over 75% in size
Target sequence (Q96KQ7 913-1193 limits assumed): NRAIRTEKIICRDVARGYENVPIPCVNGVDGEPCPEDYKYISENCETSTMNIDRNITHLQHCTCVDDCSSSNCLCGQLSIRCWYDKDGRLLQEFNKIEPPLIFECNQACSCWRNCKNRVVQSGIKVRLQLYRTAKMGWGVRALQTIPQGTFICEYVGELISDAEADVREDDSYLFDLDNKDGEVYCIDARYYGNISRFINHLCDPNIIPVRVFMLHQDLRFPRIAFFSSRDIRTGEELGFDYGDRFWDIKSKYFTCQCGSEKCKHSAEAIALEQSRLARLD
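Enzyme 20 nM + cpd, 15 min RT; add b-H3K9 pep 500 nM / SAM 20 uM; 2 h RT; anti-H3K9me1 Ab 0.5 ug/mL + SA donor / anti-rabbit acceptor beads 20 ug/mL each, 10 min; AlphaScreen read.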
PI4K2A block = inhibitors of human PI4K2A | Q9BTU6 | purified PI4K2A, ADP-Glo luminescence, 1 h; stronger effect = lower value | activity change, negative = inhibition, % at 76.9 µM | 420,000 tested, 0.13% active; in the data active = activity change below about -50%; inconclusive = mostly about -30% to -49%;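 note: -100% = wells without enzyme as full effect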
Target sequence (Q9BTU6 whole entry, looked up): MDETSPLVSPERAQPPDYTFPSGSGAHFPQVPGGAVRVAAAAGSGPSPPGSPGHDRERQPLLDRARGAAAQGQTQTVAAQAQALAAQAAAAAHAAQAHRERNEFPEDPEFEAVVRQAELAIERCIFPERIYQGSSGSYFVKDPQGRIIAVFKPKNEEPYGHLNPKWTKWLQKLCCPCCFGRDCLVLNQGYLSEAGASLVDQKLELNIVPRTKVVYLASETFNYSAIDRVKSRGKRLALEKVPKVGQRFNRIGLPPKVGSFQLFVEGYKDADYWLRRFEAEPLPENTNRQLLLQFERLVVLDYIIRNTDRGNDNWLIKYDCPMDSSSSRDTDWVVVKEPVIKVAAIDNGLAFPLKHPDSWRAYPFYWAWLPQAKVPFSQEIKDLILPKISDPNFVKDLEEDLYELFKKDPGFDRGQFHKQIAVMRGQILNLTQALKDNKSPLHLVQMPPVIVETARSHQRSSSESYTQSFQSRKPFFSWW
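ADP-Glo luminescence measured ADP generated by PI4K2A enzyme (4 ug/mL before mixing) with 1.2 mM PI substrate (pre-mix) and 300 microM ATP (pre-mix). Tris pH7.5 buffer with MgCl2, Triton X-100; 1 h reaction at ambient temperature.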
Starred values were filed as active, the others as inactive; ? = inconclusive; nt = no result given; [ ] = dose if it differs, or a comment. Unless noted, calls come from the whole dose curve; as a rule, active = well fitted curve in the direction sought with a large enough effect; inconclusive = small, poorly fitted or top-dose-only effect, or another doubt; inactive = no such curve, though single readings can be large; an effect the other way counts as inactive or inconclusive. Only part of the results is shown; the hit share may differ from the screen's.

SMILES	ERG Ets-DNA blk	JMJD2A Tudor	BAZ2B inh	RGS4 inh	GLS inh	12-LOX inh	HP1b binding inh	G9a inh	PI4K2A block
COc1cc(CNCc2ccccn2)ccc1OCC(=O)NC(C)(C)C	7%	?	50µM*	1%	1%	1%	36%	2%[59 µM]	-10
Cc1ccc2nc(NC(=O)C(NS(=O)(=O)c3cccc4nsnc34)C(C)C)sc2c1 (configuration not stated)	6%	-33%	-5%	16%	1%	-16%	6%	-12%	-4
NC(=O)c1cccn1Cc1cccc(Cl)c1	-5%	-21%	10%	-18%	6%	1%	4%	?	1
C=CCn1c(SCC(N)=O)nc2scc(-c3ccc(C)o3)c2c1=O	-6%	-15%	-4%	22%[11.4 µM]	5%	?	42%[activator]	?	-1
CC(=O)Nc1cccc(C(=O)N/N=C/c2ccc(F)cc2)c1	6%	-2%	7%	7%	0%	9%	31%	-6%[59 µM]	0
Cc1ccc(C2=NS(=O)(=O)N(C)C(C(=O)NC(C)c3ccccc3)=C2)cc1 (configuration not stated)	0%	-27%	-34%	5%	-2%	-7%	24%	-1%	1
CCc1sc(C(=O)Nc2ccc(NC(C)=O)cc2)cc1C	-4%	-12%	-1%	-23%	13%	-17%	5%	13%[59 µM]	4
Cc1cccc(NS(=O)(=O)Cc2ccccc2)c1C	3%	-9%	4%	-1%	-4%	-11%	23%	-38%[0.501 µM]	2
CNc1nc(NCc2ccccc2)nc(N)c1[N+](=O)[O-]	-7%	15%	-8%	6%	4%	0%	23%	8%	-4
Cc1cc(C)c(NC(=O)Nc2ccc3snnc3c2)c(C)c1	0%	-4%	-1%	-7%	-8%	?	31%	-2%[59 µM]	-7
O=C(Nc1ccc(Cl)c(Cl)c1)N1CCC(c2ccccc2)C1 (configuration not stated)	-2%	-9%	-4%	-4%	8%	-22%	43%[activator]	13%[59 µM]	-5
CCN(CCO)c1nc(N2CCCCC2)c2cnn(C)c2n1	-7%	-14%	-19%	-15%	-9%	0%	6%[57 µM]	-11%	2
Cc1cccc(N(CC(=O)Nc2c(C)n(C)n(-c3ccccc3)c2=O)S(C)(=O)=O)c1	1%	-19%	-5%	-6%	-6%	0%	28%	1%[12.7 µM]	-1
COC(=O)Cc1csc(NC(=O)CSc2nncn2C)n1	-2%	-23%	nt	2%	-25%	0%	?	nt	5
CC(C)(C)NC(=O)c1ccc(COc2ccc(Cl)cc2Cl)o1	-3%	16%	10%	0%[56.9 µM]	21%	?	79%[activator]	1%	5
O=C1c2ccccc2NC(c2ccc(O)cc2)N1/N=C/c1ccc(O)cc1 (configuration not stated)	-15%	-23%	-5%	19%	21%	-14%	7%	-2%[59 µM]	0
COc1ccc(-c2noc3c2-c2nc(-c4ccccc4Cl)sc2CC3)cc1	-9%	-6%	nt	-35%	-1%	?	?	nt	2
COc1cccc2cc3c(=O)oc4ccccc4c3nc12	0%	-3%	3%[57.1 µM]	20%	10%	1%	18%	7%	3
Cc1csc(NC(=O)CSc2nncs2)n1	11%	-10%	-1%	5%	0%	7%	9%	?	7
OC(COc1ccc(CN2CCCCO2)cc1)CN1CCCCC1 (configuration not stated)	-2%	-4%	-1%	-6%	0%	-4%	26%	11%[0.501 µM]	3
N#Cc1ccccc1Cn1c(=O)n(Cc2ccc(C(=O)NC3CCN(Cc4ccccc4)CC3)cc2)c(=O)c2ccccc21	-1%	-21%	0%	5%	-10%	?	10%	5%[59 µM]	2
O=C(Cn1cnc2ccccc21)N/N=C/c1cccs1	-1%	-17%	5%	-13%	0%	-13%	27%	?	2
N#CCCN(C(=O)COC(=O)CCc1nc2ccccc2c(=O)[nH]1)c1ccc(F)cc1	13%	-6%	-6%	23%	5%	-4%	29%	-9%[59 µM]	-1
COc1ccc(/C=C/C(=O)Nc2ccc(-n3nncc3-c3ccc(OC)c(OC)c3)cc2)cc1OC	6%	-11%	-3%	-33%	7%	-6%	22%	50µM*	-1

Complete entries, looked up by structure. Order of screens: ERG Ets-DNA blk	JMJD2A Tudor	BAZ2B inh	RGS4 inh	GLS inh	12-LOX inh	HP1b binding inh	G9a inh	PI4K2A block
Listed for Cc1cccc(N(CC(=O)Nc2c(C)n(C)n(-c3ccccc3)c2=O)S(C)(=O)=O)c1 : 1%	-19%	-5%	-6%	-6%	0%	28%	1%[12.7 µM]	-1
Listed for CC(C)(C)NC(=O)c1ccc(COc2ccc(Cl)cc2Cl)o1 : -3%	16%	10%	0%[56.9 µM]	21%	?	79%[activator]	1%	5
Listed for COc1cccc2cc3c(=O)oc4ccccc4c3nc12 : 0%	-3%	3%[57.1 µM]	20%	10%	1%	18%	7%	3
Listed for N#Cc1ccccc1Cn1c(=O)n(Cc2ccc(C(=O)NC3CCN(Cc4ccccc4)CC3)cc2)c(=O)c2ccccc21 : -1%	-21%	0%	5%	-10%	?	10%	5%[59 µM]	2

Later entries.
SMILES	ERG Ets-DNA blk	JMJD2A Tudor	BAZ2B inh	RGS4 inh	GLS inh	12-LOX inh	HP1b binding inh	G9a inh	PI4K2A block
CCOc1c([N+](=O)[O-])cc2c(C)c(C(=O)N3CCN(C)CC3)oc2c1OCC	0%	-31%	-20%	17%	-6%	-3%	-16%	-47%	0
CN(CC(=O)O)S(=O)(=O)c1cc(Cl)ccc1Cl	nt	5%	-7%	24%	-3%	7%	37%	-7%[12.7 µM]	-4
O=C(NCCO)C(=O)NCC1OCCCN1S(=O)(=O)c1cccs1 (configuration not stated)	3%	-18%	-22%	-22%	-1%	20%	31%	14%[59 µM]	-3
COc1ccc(N(C(=O)c2ccco2)C(C(=O)NC2CCCC2)c2ccccc2)cc1 (configuration not stated)	-11%	-19%	2%	3%	-7%	?	21%	7%	-1
Cc1cc(C)c(NS(=O)(=O)c2ccc(-c3coc(C)n3)cc2)c(C)c1	-4%	4%	-9%	-4%	-4%	0%	29%[57 µM]	1%[59 µM]	1
CCOC(=O)C(=O)N/N=C/c1ccco1	2%	-3%	-8%	-29%	-13%	?	19%	nt	-1
CC(=O)c1cccc(NC(=O)c2ccc(C)o2)c1	10%	?	-3%	-85%[56.9 µM]	0%	24%	25%	1%	3
Cc1ccc(NC(=O)NNC(=O)C2CC(c3cccs3)=NO2)cc1 (configuration not stated)	9%	-16%	1%	27%	24%	19%	39%	51%	-3
CCOC(=O)CC1C(C(=O)OCC)ON2OC(C(=O)OC)C(C(=O)OCC)C12 (configuration not stated)	-13%	-5%	-4%	-11%	-11%	-24%	28%	18%[12.7 µM]	0
CCN(CCCNC(=O)CCn1c(=O)[nH]c2ccccc2c1=O)c1cccc(C)c1	-5%	-11%[57.1 µM]	-23%	-5%[56.9 µM]	30%	?	29%	10µM*	-3
O=S(=O)(O)c1ccc(NN=Cc2ccccc2O)cc1	-2%	100µM*	nt	-27%	16%	-18%	1%[57 µM]	nt	-12
CCCC(=O)Nn1cnc2c(c1=O)C1(CCCCC1)Cc1ccccc1-2	?	-6%	-1%	-18%	-3%	?	43%	-2%[12.7 µM]	2
CCOC(=O)c1c(C)oc2ccc(OC(=O)N3CCOCC3)cc12	nt	-7%	7%	-18%	-20%	2%	34%	-10%[59 µM]	-2
C[C@@H]1NC(=O)[C@H](CCC(=O)O)NC(=O)c2cc([N+](=O)[O-])cc(F)c2NCCC[C@@H](C(N)=O)NC1=O	-7%	-28%	-6%	8%	1%	-24%	14%	79µM*	2
Cc1cc(NC(=O)CSc2nc3c(c(=O)n2Cc2ccccc2)SC(C)C3)no1 (configuration not stated)	1%	-8%	-15%	5%	-2%	-11%	38%	6%[12.7 µM]	-4
CCc1ccc(NC(=O)N2CCN(c3ccccc3)CC2)cc1	-17%	-12%	-16%	7%	24%	-4%	13%	-6%	0
S=C(NCc1ccco1)Nc1cccc(Cl)c1	-11%	-18%	?	-13%	21%	?	20%	-44%[59 µM]	2
Cc1ccccc1NC(=O)N1CCCC(c2nc(-c3ccc(C(C)C)cc3)no2)C1 (configuration not stated)	6%	-11%	4%	-16%	-18%	7%	27%	-10%[59 µM]	5
CCc1ccc(C2CC(c3ccc(C)cc3)Nc3nc(N)nn32)cc1 (configuration not stated)	8%	-18%	4%	21%	8%	-13%	45%[activator]	2%	-2
CCCC(=O)N(c1ccc2oc(C)c(C(C)=O)c2c1)S(=O)(=O)c1ccc(C(=O)O)cc1	0%	-14%	-2%	12%	1%	-27%	-3%	35µM*	-9
CS(=O)(=O)N1CCN(C(=O)Cc2ccc([N+](=O)[O-])cc2)CC1	-1%	-21%	-9%	3%	0%	-2%	3%	nt	-3
COc1ccccc1-c1noc(-c2cccnc2)n1	1%	-17%[57.1 µM]	1%	-18%[56.9 µM]	4%	27%	59%[activator]	23%[59 µM]	-5
Cc1nn(-c2ccc(F)cc2)c(-n2cccc2)c1C(=O)NCCc1ccc(Cl)cc1	-4%	-5%	-1%	-6%	-5%	0%	59%[activator]	-3%[59 µM]	4
Cc1ccc(Cl)cc1C1=CC(=O)C[C@H](c2ccc(F)cc2)C1	-5%	52%[activator]	35%	14%	2%	-2%	75%[activator]	-9%[0.501 µM]	-6
COc1ccc(CNCc2cccc3ccccc23)cc1	-10%	18µM*	?	-30%	1%	?	?	nt	2
Cc1cc(C)c2nc(-c3ccccn3)cc(C(=O)NCCc3ccc(S(N)(=O)=O)cc3)c2c1	3%	-17%	9%	?	-1%	-7%	15%	35µM*	-6

High-throughput results from PubChem BioAssay.
